From PubChem BioAssay
ER stress death – ER stress cell death inhibition | CSM14.1 thapsigargin ER stress survival, ATP luminescence | relative survival (cellular ATP), % at 15 µg/mL (by protocol) | 0.33% of 48,000 active | AID 1010;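 active means survival measured by cellular ATP above 50% at 15 µg/ml in the first screen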;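 further: cell death triggered by about 15 µM thapsigargin; ATP read 24 h after thapsigargin was added; plate controls were thapsigargin with DMSO for no effect and DMSO without thapsigargin for full effect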
* = called active by the depositor. The list is partial (hit frequency here may not be typical).

SMILES | ER stress death
O=[N+]([O-])c1cccc(S(=O)(=O)NC2C3CC4CC(C3)CC2C4)c1 (stereo unspecified) | 6
CN1C(=O)NC(=O)/C(=C/c2cc3c(cc2Br)OCO3)C1=O | 8
C=C(C)CNC(=S)Nc1sc2c(c1C(=O)OCC)CC(C)(C)OC2 | 2
CN(C)CCN1C(=O)C(=O)/C(=C(/O)c2ccccc2)C1c1ccc(O)cc1 (stereo unspecified) | 0
CC1CCN(C(=O)C(C(C)C)N2C(=O)c3ccccc3C2=O)CC1 (stereo unspecified) | 0
Cc1nc(NC(=O)C2C3CCC(C3)C2C(=O)O)sc1-c1ccccc1 (stereo unspecified) | 9
Cc1ccc(/C=N/n2cnnc2)cc1[N+](=O)[O-] | 1
CC1CC(C)(C)N(C(=O)CN2C(=O)c3ccccc3C2=O)c2ccccc21 (stereo unspecified) | 8
COc1ccc2ccccc2c1/C=N/c1oc(C)c(C)c1C#N | 8
O=C(Nc1ccc(Cl)cc1)Nc1nnc(-c2cccc(F)c2)s1 | 4
O=c1[nH]c(-c2cc(Cl)ccc2O)nc2sc3c(c12)CCCC3 | 0
O=C(Nc1ccc(F)cc1)c1cc([N+](=O)[O-])ccc1Br | 10
COc1ccc2c(c1)C1C=CCC1C(C(=O)O)N2 (stereo unspecified) | 3
COc1ccc2c(c1OC)C(=O)OC2Nc1ccc(Br)cc1 (stereo unspecified) | 0
CCCC(NC(=O)c1ccccc1)C(=O)OCC(=O)Nc1nnc(C)s1 (stereo unspecified) | 10
O=C(CCCOc1ccccc1)Nc1ccc(OCc2ccccc2)cc1 | 10
Cc1ccc2c(NC(=O)c3ccccc3F)cccc2n1 | 2
COc1ccccc1C(=O)Nc1nc(-c2ccccc2)c(-c2ccc([N+](=O)[O-])cc2)s1 | -6
Cc1ccc(C(=O)N/C(=C\c2cccs2)C(=O)NCc2ccncc2)cc1 | -1
COc1ccccc1N1CCN(C(=O)c2ccc(C)c(C)c2)CC1 | 5
Nc1nc(-c2ccccc2)c(C(=O)c2ccccc2)s1 | 10
C#CC(C)(C)NC(=O)CN(c1cc(C)ccc1C)S(=O)(=O)c1ccccc1 | 0
O=[N+]([O-])c1cc([N+](=O)[O-])c2cccnc2c1Sc1nc2ccccc2s1 | -8
COc1cc2c(cc1C)/C(=N\OC(=O)c1cc(OC)c(OC)c(OC)c1)CCC2 | 8
CCOc1ccc(Nc2nc(Nc3ccc(O)cc3)nc(C)c2[N+](=O)[O-])cc1 | -3
Continuation:
SMILES | ER stress death
O=C(O)CN1C(=O)/C(=C\c2ccc(OCc3ccc(Cl)cc3)cc2)SC1=S | 8
Cc1ccc(C(=O)N/C(=C\c2cccc(Oc3ccccc3)c2)C(=O)NCCN2CCOCC2)cc1 | -2
CCc1ccccc1NC(=O)c1cc(-c2ccc(C)s2)nc2ccccc12 | 10
CCOC(=O)c1ccc(NC(=O)c2ccc(C(=O)Nc3ccc(C(=O)OCC)cc3)cc2)cc1 | 4
O=c1[nH]c(=S)n(-c2cccc(Cl)c2)c(O)c1/C=C1/C=CC=N1 | 8
CC1(C)CC(=O)C=C(Nc2ccc(O)cc2)C1 | -6
O=C(NNc1ccc(F)cc1)C(O)(c1ccccc1)c1ccccc1 | 3
O=C(c1ccccc1F)N1CCN(c2ccc([N+](=O)[O-])cc2Cl)CC1 | 2
O=C(Nc1ccc(Sc2ccccc2[N+](=O)[O-])cc1)c1ccccc1 | 16
Cc1ccc(-c2nc3ccc(C)cn3c2NC(=O)c2ccc(Cl)cc2)cc1 | 2
O=C(Cc1ccccc1)N1N=C(c2ccccc2)CC1(O)C(F)(F)F (stereo unspecified) | 10
COc1cc(OC)c(OC)cc1CN1CCN(C2CCCC2)CC1 | -1
Oc1ccc(Nc2nc(Nc3ccc(O)cc3)nc(N3CCOCC3)n2)cc1 | -7
COc1ccccc1CC(=O)Nc1ccc(F)cc1F | 6
Cc1ccoc1C(=O)NCc1ccccc1 | 3
O=C(c1cccnc1)N1CCN(c2ccc(Cl)cc2)CC1 | -3
CCN(CC)c1ccc(NC(=O)c2ccc(-c3ccc([N+](=O)[O-])cc3C)o2)cc1 | 3
C=CCOc1nc(-c2cccnc2)nc2ccccc12 | -1
CCOC(=O)c1ccccc1NC(=O)CN1C(=O)c2ccccc2C1=O | 9
CN1CCN(C(=O)c2ccccc2NC(=O)c2ccccc2)CC1 | 1
C=CCNCC1OCc2ccccc2CO1 | -2
CCC1=NN(C(=O)Cc2ccc(OC)cc2)C(O)(c2ccncc2)C1 (stereo unspecified) | -2
COc1cc(C2OCC3(CO)C(C)C=C(C)C2C3C)ccc1O (stereo unspecified) | 11
COc1ccc(/C=C2\C(=O)NC(=O)N(c3ccc(C)cc3)C2=O)c(C)c1 | 4
COc1ccc(N(CC(=O)Nc2cc(OC)ccc2OC)S(C)(=O)=O)cc1 | 12
Other structures.
SMILES | ER stress death
Oc1ccc(NC(=S)N=Nc2c(O)[nH]c3ccc(Br)cc23)cc1 | -2
CN1/C(=C\C(=O)Nc2ccc(Br)cc2)c2ccccc2CC1(C)C | -6
CSc1ccc(C=NN2CCN(Cc3ccccc3)CC2)cc1 | 7
CC1=C(C(=O)OC2CCCCC2)C(c2ccc3c(c2)OCO3)C2=C(CCCC2=O)N1 (stereo unspecified) | 7
Cc1ccc(NC(=O)c2cccc(Cl)c2Cl)c([N+](=O)[O-])c1 | 3
CC(=O)Oc1ccc2ccccc2c1C(NC(=O)Cc1ccccc1)c1ccc([N+](=O)[O-])cc1 (stereo unspecified) | 26
Cc1c(C(=O)Nc2ccc(Cl)cc2Cl)cccc1[N+](=O)[O-] | 21
COc1ccc(O)c(CN2CCN(Cc3cccc([N+](=O)[O-])c3)CC2)c1 | 8
OCCCn1c(-c2ccccc2)cn2c3ccccc3nc12 | -7
O=C(NC(O)C(Cl)(Cl)Cl)c1ccc([N+](=O)[O-])cc1 (stereo unspecified) | 9
C/C(=N\NC(=O)c1cc(C(C)(C)C)[nH]n1)c1ccc(Cl)cc1 | 13
COc1ccc(CN2CCN(C3CCCCC3)CC2)c(OC)c1OC | 1
Cn1c(=O)cc(-c2ccccc2)c2ccccc21 | 3
Cc1nc2c(C)c(-c3ccccc3)[nH]n2c(=O)c1Cl | 5
COc1ccc(C(N)=O)cc1S(=O)(=O)N1CCOCC1 | 15
COc1ccc(N=C2NC(=O)/C(=C\c3ccco3)S2)cc1 | 4
O=C(Nc1ccccc1C(=O)Nc1ccc(Br)cc1)c1cccs1 | 8
CCOC(=O)C1=C(O)/C(=C/c2ccc(Cl)cc2)SC1=Nc1ccc([N+](=O)[O-])cc1 | 0
CSC1=C(C#N)C(c2ccc(Cl)cc2)C2=C(CC(C)(C)CC2=O)N1 (stereo unspecified) | 12
COc1ccc(C2CC(=O)C3=C(C2)Nc2ccccc2NC3c2cc(OC)ccc2OC)cc1 (stereo unspecified) | 1
Cc1ccc(S(N)(=O)=O)cc1NC(=O)c1ccc(C(C)(C)C)cc1 | -2
Cc1ccc([N+](=O)[O-])cc1-c1ccc(-c2nc3sc4c(c3c(=O)[nH]2)CCCC4)o1 | 11
O=C(NCCCO)C1CC(=O)N(c2ccccc2)C1 (stereo unspecified) | 17
NC(=Nc1ccccc1)SC1CC(=O)N(c2ccc(F)cc2)C1=O (stereo unspecified) | 7
CSc1nc(C)cc(-n2cc(F)c(=O)[nH]c2=O)n1 | 2
(continued)
SMILES | ER stress death
O=C(COc1ccccc1Cl)NNC(=O)c1ccc(F)cc1 | 3
O=C(CSc1nc2ccccc2c(=O)n1Cc1ccccc1)c1ccc(Br)cc1 | 11
CC(C)(C)c1ccc2c(c1[N+](=O)[O-])C(=O)c1ccccc1C2=O | 9
COc1cc(/C=C2/SC(=S)N(CC(=O)O)C2=O)ccc1OCc1ccccc1 | 6
Cc1nc2ccccn2c1C(=O)N/N=C/c1c(O)ccc2ccccc12 | -2
Oc1c(Br)cc(/C=N/Nc2nnc3c(n2)[nH]c2ccccc23)c(O)c1Br | 5
Cc1cc2c(cn1)/C(=C\C=C\N(C)C)c1ccccc1-2 | -6
CCOc1ccccc1C(=O)Nc1sc2c(c1C(=O)OC)CCCC2 | 7
Cc1cc(Cl)ccc1NCC(=O)NN | 3
CCc1c(C)nc(Nc2nc(C)c3ccccc3n2)[nH]c1=O | -1
Cc1ccc2nsnc2c1NC(=O)c1ccc(-c2cccc(Cl)c2)o1 | 8
CCOc1ccccc1NC1=CC(=O)CC(c2ccccc2)C1 (stereo unspecified) | 9
N/C(Cc1ccc(Cl)cc1)=N\OC(=O)c1ccc(Cl)c([N+](=O)[O-])c1 | -5
COc1ccccc1NC(=O)C1=C(C)NC(=S)NC1c1cccc(Br)c1 (stereo unspecified) | 14
COC(C#CC(C)(C)N(C)C)(c1ccccc1)c1ccccc1 | -3
CCOC(=O)C(=O)CSc1ncnc2nc[nH]c12 | 10
CCOc1ccc(/C=C2/SC(=O)N(CN3CCOCC3)C2=O)cc1 | 5
Cc1c(-c2ccccc2)nc2ccccc2c1C(=O)Nc1ccc(N(C)C)cc1 | -1
Cc1ccc(OCCOCCN2CCC(C)CC2)cc1 | -3
O=S(=O)(c1cc(Cl)ccc1Cl)N1CCN(C/C=C/c2ccccc2)CC1 | 1
COc1cc(Br)c(/C=C2\C(=O)NC(=O)N(c3cc(C)cc(C)c3)C2=O)cc1OC | 0
O=C(CC1CCC1)Nc1ccc2c(c1)oc1ccccc12 | 6
CN1C(=O)C(=Cc2ccc(OCCOc3ccc([N+](=O)[O-])cc3)cc2)C(=O)N(C)C1=O | 8
Cc1cc(C(=O)Nc2cccc(/C=C/C(=O)O)c2)c(C)o1 | 6
CC(=O)NS(=O)(=O)c1ccc(NS(=O)(=O)c2ccc(Br)cc2)cc1 | 2
(listing goes on)
SMILES | ER stress death
COc1ccccc1N(CC(=O)NC(C)C)S(=O)(=O)c1ccccc1 | -3
Cc1c(Cl)cccc1NC(=O)C(=O)NCc1ccc2c(c1)OCO2 | 7
Cc1ccccc1NC(=O)c1c(C)[nH]c(=S)c(C#N)c1-c1cccc(F)c1 | -4
CC(C)(C)c1ccc(/C=N/NC(=O)c2ccc(Cl)cc2O)cc1 | -17
O=C1NC(c2ccccc2)Nc2c1sc(=S)n2-c1ccccc1 (stereo unspecified) | 13
O=C(CC(Nc1ccc([N+](=O)[O-])cc1)c1ccc(Cl)cc1)c1ccc(Cl)cc1 (stereo unspecified) | 0
COc1ccc(C(=O)NC(=S)Nc2cc([N+](=O)[O-])cc(Cl)c2O)cc1 | 8
COc1ccc(C(=O)N/C(=C\c2ccc(Cl)cc2)C(=O)NCC2CCCO2)cc1 (stereo unspecified) | 0
CCOc1ccccc1NC(=O)c1ccc([N+](=O)[O-])cc1 | 3
COc1ccc(S(=O)(=O)N/N=C/c2ccc(OCCN3CCOCC3)c(OC)c2)cc1 | 7
COc1ccc(NC(=O)c2ccc(C(=O)O)cc2C(=O)O)c(OC)c1 | 12
CCc1ccc(NC(=S)NC(=O)c2ccco2)cc1 | -5
CCOc1cccc(C(=O)Nc2scc(-c3ccc(F)cc3)c2C(=O)OC)c1 | 3
O=C(Oc1ccc(Cl)cc1)c1c(F)cccc1F | 1
O=[N+]([O-])c1ccc(N2CCOCC2)cc1NCCc1ccccc1 | -1
Fc1ccccc1-c1nnc(-c2ccc3c(c2)OCO3)o1 | 1
O=C(CSc1nc2ccccc2s1)NCc1ccccc1 | 9
CC(=O)c1ccc(NC(=O)Nc2ccccc2C)cc1 | 1
COc1ccccc1/C=C1\SC(=S)N(c2ccc(F)cc2)C1=O | -4
COc1ccc(C(=O)N2CCN(C(=O)c3cccc4ccccc34)CC2)cc1OC | 7
O=c1oc(-c2cc([N+](=O)[O-])cc([N+](=O)[O-])c2)nc2cc(Cl)ccc12 | 8
O=[N+]([O-])c1ccccc1-c1nc(-c2ccccc2)c(-c2cccs2)[nH]1 | -6
COc1ccc(-c2cc(-c3ccccc3)[o+]c(-c3ccccc3)c2)cc1 | 4
COc1ccc(COC(=O)C2=C(C)NC3=C(C(=O)CC(C)(C)C3)C2c2ccc(C)o2)cc1 (stereo unspecified) | 10
CCn1ccnc1C(O)c1cccc(OC)c1OC (stereo unspecified) | -1
Additional results
SMILES | ER stress death
COc1ccc(CNCc2cccc(Cl)c2)cc1 | -6
COc1ccc(C)cc1NC(=O)C(=O)NCCc1ccccc1 | 11
CCOC(=O)C1=C(C)OC(N)=C(C#N)C1c1ccccc1Cl (stereo unspecified) | -1
CN(C)c1ccc(/C=C2\C(=O)C(=O)c3ccccc32)cc1Br | 4
COc1cc(-c2noc(/C=C/c3ccccc3)n2)cc(OC)c1OC | -12
COC(=O)c1ccc(CSc2nc3sc4c(c3c(=O)n2-c2ccccc2)CCCC4)cc1 | 2
CC(C)(C)c1ccc(-c2nn(CCC#N)cc2/C=N/O)cc1 | 0

Structures listed so far that contain four or more nitrogen atoms (14):
SMILES | ER stress death
Cc1ccc(/C=N/n2cnnc2)cc1[N+](=O)[O-] | 1
O=C(Nc1ccc(Cl)cc1)Nc1nnc(-c2cccc(F)c2)s1 | 4
CCCC(NC(=O)c1ccccc1)C(=O)OCC(=O)Nc1nnc(C)s1 (stereo unspecified) | 10
O=[N+]([O-])c1cc([N+](=O)[O-])c2cccnc2c1Sc1nc2ccccc2s1 | -8
CCOc1ccc(Nc2nc(Nc3ccc(O)cc3)nc(C)c2[N+](=O)[O-])cc1 | -3
Oc1ccc(Nc2nc(Nc3ccc(O)cc3)nc(N3CCOCC3)n2)cc1 | -7
Oc1ccc(NC(=S)N=Nc2c(O)[nH]c3ccc(Br)cc23)cc1 | -2
C/C(=N\NC(=O)c1cc(C(C)(C)C)[nH]n1)c1ccc(Cl)cc1 | 13
CSc1nc(C)cc(-n2cc(F)c(=O)[nH]c2=O)n1 | 2
Cc1nc2ccccn2c1C(=O)N/N=C/c1c(O)ccc2ccccc12 | -2
Oc1c(Br)cc(/C=N/Nc2nnc3c(n2)[nH]c2ccccc23)c(O)c1Br | 5
CCc1c(C)nc(Nc2nc(C)c3ccccc3n2)[nH]c1=O | -1
CCOC(=O)C(=O)CSc1ncnc2nc[nH]c12 | 10
CC(C)(C)c1ccc(-c2nn(CCC#N)cc2/C=N/O)cc1 | 0

5 entries picked at random from the list so far, as already listed:
SMILES | ER stress death
COc1ccc(C)cc1NC(=O)C(=O)NCCc1ccccc1 | 11
CCOC(=O)C1=C(C)OC(N)=C(C#N)C1c1ccccc1Cl (stereo unspecified) | -1
COc1ccc(CNCc2cccc(Cl)c2)cc1 | -6
CC(C)(C)c1ccc(-c2nn(CCC#N)cc2/C=N/O)cc1 | 0
CN(C)c1ccc(/C=C2\C(=O)C(=O)c3ccccc32)cc1Br | 4
